# Screening results (PubChem BioAssay)
# KOR beta-arrestin-1 = KOR antagonists, beta-arrestin recruitment, cell-based, luminescence, uHTS (AID 1778) | Kappa-type opioid receptor (Homo sapiens) | KOR beta-arrestin recruitment, luminescence, antagonist mode; higher % means a stronger effect | inhibition, % at 10 µM, or IC50 in µM where a hit was titrated | 290,000 compounds, 0.091% hits; also: strong numbers were not always called active
# HIV fusion peptide = inhibitors of HIV fusion peptide binding, primary screen, biochemical, uHTS, fluorescence dequenching (AID 1986). inhibition, % at 20 µM; hits with a dose series show IC50 in µM. cell-free peptide binding, fluorescence dequenching, 30 min; higher % means a stronger effect. 290,000 compounds, 0.3% hits; in the data active = inhibition mostly above about 52%, no sharp cut-off; inactive = mostly below about 76%; also: some results filed as inactive read as strong as hits
# GPR55 activation = GPR55 agonists via beta-arrestin recruitment, primary screen, imaging, U2OS cells, beta-arrestin-GFP redistribution (AID 1961); G-protein coupled receptor 55 (Homo sapiens); U2OS GPR55 beta-arrestin-GFP redistribution imaging; higher % means a stronger effect; activation, % at 10 µM, or EC50 in µM where a hit was titrated; 290,000 compounds, 0.048% hits;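 active = activation above 40% with more than 50 cells counted in the well; inconclusive = wells holding fewer than 50 cells, flagged as toxic or sparse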;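 also: U2OS osteosarcoma cells stably expressing GPR55 and beta-arrestin-GFP; plate controls were DMSO negative control for no effect and LPI positive control for full effect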
# KOR beta-arrestin-2 = KOR agonists, beta-arrestin recruitment, primary screen, cell-based, luminescence, uHTS (AID 1777) | KOR beta-arrestin recruitment, luminescence; higher % means a stronger effect | activation, % at 10 µM, or EC50 in µM where a hit was titrated | 280,000 compounds, 0.02% hits; in the data active = activation above about 50%, passing the limit was not always enough; also: a part of the inactive calls stands beside numbers as strong as those of hits
# HEK293 NOD2/NF-kB = NOD2 signaling inhibitors, cell-based, luminescence, uHTS, HEK293 (AID 1566); HEK293 NOD2/NF-kB luciferase reporter, luminescence; higher % means a stronger effect; one-dose inhibition, % at 4 µM; EC50 in µM for titrated hits; 290,000 compounds, 0.63% hits; also: many of its hits are not listed in these tables
# GPR55 LPI antagonism = GPR55 antagonists blocking LPI-driven arrestin recruitment, primary screen, imaging, U2OS, beta-arrestin-GFP, LPI agonist (AID 2013); U2OS GPR55 beta-arrestin-GFP translocation imaging, LPI antagonism; higher % means a stronger effect; inhibition, % at 10 µM; hits with a dose series show IC50 in µM; 290,000 compounds, 0.13% hits;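 active = spots per cell inhibited over 60%, with over 100 cells counted and total cytoplasm intensity under 500,000; inconclusive = wells with under 100 cells, flagged as likely toxic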;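 also: U2OS cells stably carrying GPR55 and arrestin-GFP stimulated by 5 µM LPI near EC80; imaged beta-arrestin-GFP aggregate spots per cell after agonist stimulation; plate controls were LPI-stimulated DMSO wells for no effect and DMSO wells without LPI for full effect; some results filed as inactive read as strong as hits; confirmed hits need IC50 under 10 µM and bright autofluorescent wells are also inconclusive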
# MgcRacGAP inhibition = MgcRacGAP GTPase-activating activity inhibitors, confirmation, biochemical, ADP Hunter fluorescence. Rac GTPase-activating protein 1 (Homo sapiens). MgcRacGAP-stimulated Rac1 GTP hydrolysis, ADP Hunter fluorescence; higher % means a stronger effect; GST-tagged Rac1 F28L mutant substrate. inhibition, % at 30 µM; hits with a dose series show IC50 in µM. 340,000 compounds, 0.6% hits. AID 624330, 2012;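 active = first-screen hits whose inhibition reached a set limit at any dose in the follow-up dose series; inconclusive = inhibition above the set first-screen limit but never retested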;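 also: fluorescence reports GDP produced by GAP-driven GTP hydrolysis; strong numbers were not always called active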
# Large T inhibition = SV40 large T antigen inhibitors, biochemical (AID 1903); inhibition, % at 20 µM; hits with a dose series show IC50 in µM; 310,000 compounds, 0.39% hits; SV40 large T antigen ATPase/helicase inhibition assay; higher % means a stronger effect; in the data active = a potency from the dose series; inconclusive = inhibition mostly from about 32% at the one dose, without a potency; inactive = the rest, 99 in 100 with inhibition below about 32%; also: strong numbers were not always called active
# NOD1 NF-kB reporter = NOD1 signaling inhibitors, primary screen, cell-based, luminescence, uHTS (AID 1578) | 290,000 compounds, 1% hits | NOD1-driven NF-kB luciferase reporter cells, luminescence; higher % means a stronger effect | one-dose inhibition, % at 4 µM; EC50 in µM for titrated hits; in the data active = inhibition mostly above about 36%, no sharp cut-off; inactive = mostly below about 34%;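 also: HEK-293T reporter cells stimulated with the NOD1 agonist gamma-tri-DAP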
# An asterisk follows results filed as active; ? = inconclusive; . = no result given; [ ] = remark or other dose. Rule as the data show it, unless noted: active = inhibition above about 50%; inactive = the rest.
nr	Compound	GPR55 LPI antagonism	KOR beta-arrestin-1	NOD1 NF-kB reporter	Large T inhibition	MgcRacGAP inhibition	HEK293 NOD2/NF-kB	GPR55 activation	KOR beta-arrestin-2	HIV fusion peptide
1	CCn1c(/C(C#N)=N/O)nc2ccccc21	-3.7%	-42.3%	29.0%	5.8%	10.9%	3.2%	0.5%	2.3%	-3.0%
2	Cn1cccc1-c1cc(C(=O)O)[nH]n1	7.5%	-7.8%	-9.8%	8.5%	4.6%	0.2%	-0.2%	24.5%	0.6%
3	COc1cc(C2/C(=C(\O)c3cc(C)ccc3C)C(=O)C(=O)N2CCN(C)C)ccc1O (stereo not drawn)	-2.9%	-8.3%	10.8%	-2.0%	6.9%	2.5%	0.2%	-7.0%	-3.5%
4	CCc1ccccc1NC(=O)Nc1cc(F)ccc1F	12.1%	-71.5%[20 µM]	23.6%	4.3%	5.5%	-21.7%	0.3%	5.0%	-0.1%
5	CC(C)OC(=O)CSc1nc(C(C)C)nc2ccccc12	-6.4%	-22.3%[20 µM]	-26.3%	2.2%	1.0%	2.1%	-0.1%	.	1.3%
6	CCC1Sc2ccccc2N(CC(=O)NC2CCCCC2)C1=O (stereo not drawn)	1.9%	10.1%	-33.1%	4.3%	-5.3%	2.3%	0.5%	-0.2%	2.6%
7	COC(=O)c1c(C(=O)OC)c(-c2ccc(F)cc2)n2c1CSC2	5.8%	-7.0%	-15.5%	19.9%	9.7%	17.7%	0.0%	-4.6%	0.8%
8	O=C(/C=C/c1ccccc1Cl)NNC(=O)c1cccs1	2.1%	-16.7%	-29.3%	4.3%	1.3%	-13.9%	-0.4%	-3.4%	2.7%
9	O=C(NN1C(=O)c2ccccc2NC1c1ccco1)c1ccc(Br)cc1 (stereo not drawn)	12.2%	1.5%	-20.0%	10.4%	5.6%	15.3%	-0.4%	-0.3%	3.0%
10	CCCn1nc([N+](=O)[O-])c(C(C#N)c2nc3ccccc3o2)c(Cl)c1=O (stereo not drawn)	5.5%	38.1%	80.5%*	21.5%	21.7%	-30.3%	-0.1%	-5.6%	51.5%*
11	O=C(COC(=O)CCCSc1nc2ccccc2[nH]1)Nc1ccc(Cl)cc1	-1.0%	8.2%	-9.8%	14.5%	10.3%	14.6%	-0.3%	-0.1%	2.5%
12	COC(=O)Cn1c2c(c3cc(C)ccc31)CCCC2	-6.0%	-36.1%	-7.6%	6.3%	4.7%	-9.8%	-1.0%	11.2%	0.6%
13	O=C(O)CCC(=O)N(Cc1ccco1)c1nc(-c2ccccc2)cs1	7.3%	-5.2%	3.7%	23.4%	9.9%	18.8%	-0.2%	6.9%	-0.1%
14	S=c1[nH]c2cc(Cl)ccc2s1	10.9%	15.5%	11.6%	9.0%	26.2%	17.4%	-0.1%	0.4%	0.0%
15	Cc1ccc(COc2ccc(/C=N/NC(=O)c3nnn(-c4nonc4N)c3COc3ccc(F)cc3)cc2)cc1	5.1%	-17.7%	-9.5%	11.5%	6.1%	-34.1%	0.0%	6.3%	-0.3%
16	COc1ccc(S(=O)(=O)N(C(C)=O)c2ccc3oc(=O)sc3c2)cc1	4.1%	-72.9%	-10.8%	?	22.8%	7.1%	-0.1%	6.3%	-2.5%
17	COc1ccc(C(=O)C2CCCN(Cc3ccc(NC(C)=O)cc3)C2)cc1OC (stereo not drawn)	10.1%	1.1%[20 µM]	-25.3%	5.8%	3.1%	4.5%	-0.4%	-5.6%	1.1%
18	C/C(N)=C(/C#N)C(=O)CSc1nnc(Nc2ccccc2)s1	-21.4%	-9.9%	-34.2%	-2.9%	12.2%	-12.9%	0.3%	-1.3%	0.7%
19	Cc1cccc(NS(=O)(=O)c2nnc(NC(=O)CC(C)C)s2)c1	1.5%	4.1%	-5.1%	8.6%	13.4%	-5.0%	-0.3%	-2.2%	-0.8%
20	CCOc1cc(/C=N/NC(=O)CN2CCCCC2)ccc1OCc1ccccc1	.	-33.0%	36.6%	18.5%	3.5%	-9.1%	0.0%	3.2%	-0.9%
21	Nc1nccnc1C(=O)OCC(=O)Nc1cccc(S(=O)(=O)N2CCCCC2)c1	1.6%	-15.1%	-36.7%	7.5%	4.9%	1.0%	0.2%	-2.9%	0.4%
22	CCC(CC)c1nc2ccccc2c(=O)[nH]1	4.7%	0.8%	-40.9%	5.9%	-14.3%	2.2%	0.2%	-2.2%	-0.8%
23	Cc1cnc(C(=O)OCC(=O)NC(C)C)cn1	.	19.7%	6.2%	25.8%	-5.1%	-0.1%	0.0%	1.0%	0.4%
24	Cc1nc2c(ccc3nc(NC(=O)C(c4ccccc4)c4ccccc4)sc32)s1	-7.2%	-1.9%	-13.1%	-7.1%	7.2%	6.0%	-0.2%	-1.1%	3.3%
25	CCN(CC)CC(O)CN1c2ccccc2Sc2ccccc21 (stereo not drawn)	5.5%	-4.1%	-9.0%	9.8%	7.8%	18.6%	-0.1%	-1.1%	0.5%
26	COc1ccccc1CN(C)C(=O)c1ccc(COc2ccccc2)cc1	-24.3%	3.1%	4.7%	10.7%	7.7%	6.8%	0.4%	-3.8%	-0.9%
27	COc1cc(CCC(=O)OCC(=O)Nc2ccc(F)cc2F)cc(OC)c1OC	3.2%	16.2%	6.5%	22.4%	4.0%	-24.8%	0.7%	2.3%	-2.4%
28	O=C(NCCc1ccccc1)C1CCN(S(=O)(=O)c2ccc(-c3nn[nH]n3)cc2)CC1	11.2%	27.2%	-14.9%	26.6%	12.4%	3.7%	-0.1%	1.6%	1.1%
29	COc1ccc(NC(=O)Cn2cnc3sc(C)c(S(=O)(=O)N4CCOCC4)c3c2=O)cc1Cl	1.9%	6.7%	-14.8%	-6.7%	-3.7%	1.6%	0.6%	-3.4%	-1.5%
30	CCN(CC)c1ccc(/C=N/n2nnnc2N)c(O)c1	-16.6%	-0.9%	-24.3%	3.8%	9.1%	-18.2%	-0.4%	6.9%	1.8%
31	CCCCc1nnc(NC(=O)COC)s1	-1.4%	-9.8%[20 µM]	-20.0%	2.4%	1.0%	-3.7%	-0.1%	-2.4%	-1.6%
32	O=[N+]([O-])c1cc(S(=O)(=O)NC2=NCCCCC2)ccc1Cl	19.3%	11.6%	-34.3%	6.6%	-8.8%	11.8%	0.6%	-1.4%	-0.7%
33	COc1ccccc1CNC(=O)c1ccoc1C	1.1%	-12.0%	47.6%*	-0.1%	7.1%	-6.2%	-0.4%	0.7%	1.1%
34	Cc1ccc(SCC(=O)OCn2nnc3ccccc3c2=O)cc1C	7.0%	6.1%	-87.8%	5.9%	2.3%	-2.8%	0.1%	6.3%	0.9%
35	CC(C)(C)NC(=S)NCC1CC1	4.9%	17.6%	1.3%	3.0%	-11.9%	1.2%	0.4%	1.9%	0.3%
36	COc1ccccc1/C=N/NC(=O)c1nnn(-c2nonc2N)c1-c1ccccc1	6.8%	-6.5%	-7.8%	26.4%	6.3%	1.3%	0.3%	3.4%	1.1%
37	Cc1ccc(C(C)C)c(OC(=O)/C=C/c2ccccc2)c1	3.3%	3.9%	-14.0%	9.8%	-2.5%	8.8%	0.3%	0.9%	1.2%
38	CN1CCN(C(=O)CSc2nnc(COc3ccccc3)o2)CC1	-6.3%	-11.5%	-33.2%	6.2%	4.1%	-0.7%	0.5%	0.4%	-0.2%
39	O=C(Nc1nc(-c2ccccc2)cs1)c1ccc(=O)[nH]c1	5.3%	-16.0%	-28.4%	4.2%	3.1%	-21.0%	0.4%	-3.4%	3.8%
40	O=C(CSCC(=O)NC1CC1)Nc1ccccc1	8.4%	-3.8%	4.9%	2.5%	3.7%	5.0%	-0.3%	1.4%	-1.5%
41	CCc1ccc2nc3sc(C(=O)N4CCc5ccccc54)c(N)c3cc2c1	0.0%	5.5%	-2.8%	-2.3%	.	0.6%	4.0%	4.0%	22.5%
42	O=Nc1c(O)n(Cc2ccc(Cl)cc2Cl)c2ccccc12	20.0%	-3.5%	23.6%	3.6%	9.3%	-22.9%	-0.2%	-2.7%	3.0%
43	Cc1ccc(NC(=O)COC(=O)C(CC(C)C)N2C(=O)C3CC=CCC3C2=O)c(C)c1 (stereo not drawn)	-3.0%	16.0%	-16.3%	0.4%	3.1%	1.7%	-0.1%	-0.5%	1.2%
44	Cc1cc(C)c(S(=O)(=O)c2ccc(F)cc2C)c(Cl)n1	10.4%	7.3%	-0.6%	17.6%	4.4%	15.6%	0.0%	-1.8%	2.0%
45	CSc1ccccc1C(=O)NCc1cccnc1	-2.4%	-15.3%[20 µM]	-21.0%	6.2%	6.2%	11.9%	-0.1%	-1.1%	0.0%
46	Cc1noc(C)c1CSCC(=O)N1CCN(c2ccc([N+](=O)[O-])cc2)CC1	5.4%	48.3%	6.7%	3.3%	12.0%	13.3%	-0.1%	-9.5%	0.5%
47	COc1ccc(Nc2nnc(C)c3ccccc23)cc1C(N)=O	-11.0%	24.2%	3.7%	12.2%	6.4%	15.7%	0.7%	10.9%	-0.2%
48	CCCc1nnc(NC(=O)CCC(=O)N2CCN(Cc3ccc(C)cc3C)CC2)s1	-1.8%	-24.5%	-1.7%	38.3%	10.3%	18.6%	-0.2%	2.9%	-1.1%
49	CCc1ccc(OCC(=O)NCC(c2ccc(Cl)cc2)N2CCCCC2)cc1 (stereo not drawn)	-0.8%	-34.2%	-43.7%	8.6%	10.1%	-8.0%	-0.2%	0.9%	-0.7%
50	CC(=O)N1N=C(c2ccc(Cl)cc2)CC1c1ccc([N+](=O)[O-])cc1 (stereo not drawn)	-0.9%	-4.7%	-12.3%	5.3%	-2.7%	1.8%	-0.1%	5.6%	-0.2%
51	COC(=O)c1ccc(CSCC(=O)Nc2ccccc2)cc1	-6.2%	7.2%	-18.7%	5.5%	5.7%	6.7%	0.4%	-7.4%	0.0%
52	CCn1c(CNC(=O)COc2ccc(C(C)C)cc2)nnc1SCC(=O)Nc1ccc(F)cc1	-15.3%	-8.9%	9.2%	1.7%	1.8%	10.9%	-0.1%	0.2%	1.3%
53	CC(=O)N1Cc2ccccc2C(C)CC12CCCC2 (stereo not drawn)	-7.3%	-3.7%	-20.3%	16.4%	5.5%	-1.1%	-0.3%	-1.9%	-1.6%
54	COc1ccc(Cl)cc1NC(=O)NCCN1CCNC1=O	-0.3%	.	5.0%	24.1%	6.8%	-1.2%	-0.6%	0.0%	-1.2%

# An excerpt. The share of hits here may be higher or lower than overall.
